Thrombin inh: blocks human thrombin protease activity. P00734. alpha-thrombin, Boc-VPR-AMC fluorogenic substrate cleavage. inhibition, % at 5 µM. 220,000 tested, 0.26% active;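 active = inhibition at or above 40%; inactive = inhibition below 40%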;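 note: 0% = enzyme with no compound and 100% = wells without enzyme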
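Material: human alpha-thrombin enzyme / Medium: pH 7.5 Tris (50 mM) with NaCl 150 mM, Tween 20 0.05% / Compound: single-point dosing at 5 µM, 0.2% DMSO / Incubation: enzyme reaction carried out at room temperature / Detection: AMC fluorescence, 355/460 nm / Read-out basis: percent inhibition scaled between no-compound controls and no-enzyme blanks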
FXIa inh: blocks human coagulation factor XIa protease activity. P03951. purified FXIa, Boc-Glu-Ala-Arg-AMC fluorogenic substrate. inhibition, % at 5 µM. 220,000 tested, 0.14% active. AID 798;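 active = inhibition of at least 40%; inactive = inhibition below 40%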;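 note: fluorescence of freed AMC excited at 355 nm; 0% = enzyme without compound and 100% = no enzyme blank; many of its hits are not listed in these tables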
Hck-Nef inh: human Hck-Nef kinase inhibition. 220,000 tested, 0.68% active. P08631. Recombinant Hck-YEEI plus Nef, Z-Lyte FRET kinase assay. inhibition, % at 20 µM;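 active = Hck-Nef kinase inhibition above about 50%, limit read from the data; inactive = inhibition below that limit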;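 note: 0% = DMSO with Hck plus Nef and 100% = Hck alone without Nef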
hK5 inh: kallikrein 5 (human) inhibition | recombinant hK5, fluorogenic AMC substrate cleavage | Q9Y337 | inhibition, % at 5 µM | AID 873 | 210,000 tested, 0.59% active;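 active = inhibition of 40% or more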;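 note: 0% = enzyme controls without compound and 100% = no-enzyme blanks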
Target sequence (Q9Y337 67-293 limits assumed): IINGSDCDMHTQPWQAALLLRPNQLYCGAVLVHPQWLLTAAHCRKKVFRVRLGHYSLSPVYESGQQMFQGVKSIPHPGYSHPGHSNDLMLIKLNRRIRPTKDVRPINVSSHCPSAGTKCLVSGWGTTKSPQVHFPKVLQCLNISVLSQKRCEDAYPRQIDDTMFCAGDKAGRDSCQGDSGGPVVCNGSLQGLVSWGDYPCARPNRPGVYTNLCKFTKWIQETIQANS
Wee1 stabilizer: human Wee1 degradation inhibition, primary screen | reporter increase, % at 5 µM | 220,000 tested, 1.2% active | P30291 | HeLa Luc-Wee1K328M stability, luciferase luminescence; 100% = proteasome inhibitor MG132 effect;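 active = activation above the mean of all tested compounds plus 3 SD, set per screening run, cut at about 8.8% in these data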;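 note: cells exposed to compound for 20 h before luminescence read; 0% = DMSO alone and 100% = MG132 at 30 µM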
Target sequence (P30291 whole entry K328M): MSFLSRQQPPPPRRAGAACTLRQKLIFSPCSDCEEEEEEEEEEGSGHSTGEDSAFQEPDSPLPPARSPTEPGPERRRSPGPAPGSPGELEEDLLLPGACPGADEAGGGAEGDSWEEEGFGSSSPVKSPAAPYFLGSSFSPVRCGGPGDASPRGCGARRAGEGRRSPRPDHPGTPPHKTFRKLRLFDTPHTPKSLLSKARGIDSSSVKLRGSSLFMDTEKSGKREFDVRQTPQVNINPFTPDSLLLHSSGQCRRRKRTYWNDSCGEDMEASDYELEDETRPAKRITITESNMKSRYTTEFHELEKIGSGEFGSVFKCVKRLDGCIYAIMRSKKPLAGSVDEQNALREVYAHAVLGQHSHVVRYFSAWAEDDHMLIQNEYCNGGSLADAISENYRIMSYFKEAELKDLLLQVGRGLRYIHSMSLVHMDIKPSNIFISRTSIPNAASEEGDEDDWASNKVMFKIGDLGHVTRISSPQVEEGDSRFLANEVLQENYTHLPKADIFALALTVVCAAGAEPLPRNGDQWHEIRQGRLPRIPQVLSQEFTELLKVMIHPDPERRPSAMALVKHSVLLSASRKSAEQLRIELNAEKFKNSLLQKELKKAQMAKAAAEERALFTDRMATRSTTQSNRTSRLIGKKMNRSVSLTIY
FXIIa inh 1536: inhibitors of human coagulation factor XIIa; P00748; purified FXIIa, Boc-QGR-AMC fluorogenic substrate, 2 h; AID 800; 220,000 tested, 0.3% active; inhibition, % at 5 µM; in the data active = inhibition above about 40%;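 note: 0% = enzyme with no compound and 100% = blank without enzyme; many of its hits are not listed in these tables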
Runt-CBFb FRET: blocks binding of human RUNX1 Runt domain to CBFb; Cerulean-Runt/Venus-CBFb FRET ratio 530/480, 1 h; 220,000 tested, 0.46% active; inhibition, % at 20 µM; Q01196+Q13951;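 active = inhibition over about 50% at 20 µM in the single-dose screen, limit read from the data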;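 note: 0% = DMSO wells and 100% = excess unlabeled CBFb competitor control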
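test system = Cerulean-Runt domain fusion protein, energy donor | probe or stimulus = Venus-CBFb binding partner, 100 nM | incubation = two 1 h room-temperature incubations shielded from light | detection = fluorescence energy transfer, 422 nm excitation, 530/480 nm emission | measure = loss of energy transfer signal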
14-3-3 Bad PPI: disrupts binding of bovine 14-3-3 zeta to phospho-Bad peptide; inhibition, % at 21.7 µM; TR-FRET 14-3-3zeta/Dy647-pBad peptide displacement, 1 h; 220,000 tested, 0.71% active;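 active = inhibition above about 70%, limit read from the data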;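 note: 0% = full 14-3-3 plus peptide FRET controls and 100% = background without 14-3-3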
Runt-SMMHC FRET: inhibitors of human RUNX1 Runt domain binding to CBFb-SMMHC. inhibition, % at 20 µM. Q01196+Q13951. Cerulean-Runt/Venus-CBFb-SMMHC FRET ratio 530/480, 1 h. 220,000 tested, 0.74% active;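 active = mean inhibition across duplicate retests at 20 µM reaching about 50%, limit read from the data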;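 note: 0% = DMSO wells and 100% = wells with excess untagged CBFb-SMMHC; inhibitors lower the FRET ratio by blocking Runt binding to CBFb-SMMHC; some results filed as inactive read as strong as hits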
Active calls of the source: *; . = not tested or not shown; [ ] = dose if it differs, or a comment.

SMILES	Thrombin inh	FXIa inh	Hck-Nef inh	hK5 inh	Wee1 stabilizer	FXIIa inh 1536	Runt-CBFb FRET	14-3-3 Bad PPI	Runt-SMMHC FRET
CCOC(=O)C1=C(CS(=O)(=O)c2ccc(C)c(C)c2)NC(=O)NC1c1ccc(O)cc1 (stereo not given)	3.7	1.2	22.9	2.5	0.5	7.4	0.0	-9.7	0.7
O=C(Nc1cccc(F)c1)C1CC(=O)N(c2ccc(Cl)cc2)C1 (stereo not given)	1.2	1.3	0.6	1.7	-1.4	14.4	1.5	-6.8	0.7
COc1ccc(C(=O)N/N=C/c2ccc(OC)c(CSc3ccccn3)c2)cc1	0.5	4.5	5.0	-10.1	1.4	11.4	1.0	-3.3	3.5
Nc1c2nc(-c3ccccc3Cl)[nH]c(=O)c2nc(=O)n1-c1ccccc1	0.8	2.1	30.2	-1.6	-0.1	9.9	-0.7	-4.1	0.9
O=C(O)c1ccccc1C(=O)Nc1ccc(-n2nccc2C(F)(F)F)cc1	-5.5	-1.4	8.7	-3.5	0.1	4.2	-1.7	-8.5	0.6
Cc1cc(C2=NNC(=NC3CC3)SC2)c(C)n1-c1ccccc1	-9.1	-4.0	5.6	-5.3	-2.9	3.1	22.1	4.1[fluorescence artefact?]	6.4
COc1ccc(/C=N/N2CCN(C)CC2)cc1O	-1.3	-3.8	1.2	-11.9	-1.5	-0.9	4.2	-5.7	-2.7
N#C/C(=C\c1ccccc1)C(=O)OCC(=O)N1CCCC1	0.6	-0.3	0.1	-27.9	3.6	10.5	0.3	-6.0	3.4
COc1ccccc1CNC(=O)COC(=O)Cc1ccsc1	1.1	-9.5	16.8	-8.6	-1.9	1.7	1.1	-1.9	-1.4
N=c1n(CC(=O)c2ccc([N+](=O)[O-])cc2)c2ccccc2n1Cc1ccc(Cl)cc1	7.4	3.0	-0.5	-1.2	-0.7	6.5	0.2	27.3	-21.4
O=C(NC1CC1)C1=C[C@@H](c2coc3ccccc3c2=O)C[C@@H](OCCCCO)O1	-5.5	-1.1	27.3	-1.7	.	8.2	-1.2	-0.6	0.7
O=C(O)Cc1sc(Nc2ccc(Cl)cc2)nc1-c1cccs1	-5.0	6.5	18.7	-0.4	1.9	8.4	13.2	7.6	7.5
Cc1ccc(C)c(N2CCN(C(=O)Nc3ccc4c(c3)N(C)C(=O)CS4)CC2)c1	-9.0	1.6	14.6	2.3	-1.0	9.1	-1.9	-2.7	-1.6
O=C1OC(c2ccccc2)=N/C1=C\C=C\c1ccccc1[N+](=O)[O-]	4.0	7.1	3.7	-16.4	-1.3	9.7	73.7*	-15.0	67.2
Cc1ccc(C)c(N2CCN(C(=O)Cn3c(=O)[nH]c4ccsc4c3=O)CC2)c1	-2.9	-7.4	-2.2	-3.8	0.3	6.5	-0.5	5.3[fluorescence artefact?]	24.4
CCCC(=O)Nc1ccc(C(=O)Nc2ccc([N+](=O)[O-])cc2OC)cc1	1.1	-3.5	-12.4	-19.5	3.6	-2.3	20.6	12.0	6.2
Cc1[nH]c2ccccc2c1SCCNC(=O)c1ccc(S(=O)(=O)N2CCCC2)cc1	1.5	9.6	-5.3	-4.7	-0.4	11.9	-1.2	-9.2	1.5
CC/C(=C\C(=O)c1ccncc1)Nc1ccc(Br)cc1	-5.3	-7.4	-15.8	10.1	-0.5	2.5	-2.0	-9.8	-5.2
CCN1CCN(S(=O)(=O)c2cc(OC)c(Cl)cc2OC)CC1	-3.1	-1.7	1.5	-1.7	-2.3	-5.0	0.4	.	-1.2
NS(=O)(=O)c1ccc(N=NN2CCCCC2)cc1	-11.1	-0.4	22.5	7.6	1.6	11.3	-2.1	-13.6	3.2
Cc1ccc(C(=O)NCCN2C3=NC[C@H](C(C)C)N3C[C@H]2Cc2ccc(O)cc2)cc1Br	-0.7	-0.1	-11.9	1.8	-1.5	10.8	-0.6	-7.3	-1.4
Cc1ccc(NC(=O)c2cc(NC(=O)CCCC(=O)O)ccc2Cl)cc1Cl	-0.5	4.1	0.8	2.3	-0.3	10.9	0.0	3.8	-5.3
O=C(CCN1C(=O)c2ccccc2C1=O)N1CCCCCC1	3.5	-0.1	8.0	-4.3	1.8	17.9	-0.8	3.4	0.0
Cc1ccc(N=Nc2[nH]c3ccccc3c2O)cc1	-1.9	5.8	-3.2	4.3	1.2	13.6	-29.3	11.6	-41.3
COc1ccccc1OCC#CCNC1CCCCC1C (stereo not given)	-5.5	-2.3	-1.1	-4.3	2.4	1.7	0.1	36.5	1.1
CCn1nnnc1-c1ccc(OC)c(S(=O)(=O)Nc2ccc(OC)cc2)c1	-4.7	24.2	-1.2	-9.8	-0.5	-8.9	1.8	3.5[fluorescence artefact?]	-4.3
COc1ccccc1-n1ccnc1SCC(=O)NCc1ccco1	-1.6	-1.6	24.7	0.7	0.5	11.4	0.7	-5.1	0.1
Cc1c(C(=O)NC(C)c2ccncc2)oc2ccccc12 (stereo not given)	-6.1	-7.3	-1.4	19.7	1.8	1.6	-0.6	-3.5	4.4
O=C1C(C=Nc2ccc(F)cc2)=C(O)c2ccccc21	-10.3	-4.2	2.7	-1.6	-1.3	2.4	0.1	-8.4	-0.2
Cc1cc2oc(C(=O)Nc3ccc(S(=O)(=O)N4CCCC(C)C4)cc3)cc(=O)c2cc1Cl (stereo not given)	-3.4	3.0	8.5	-3.8	-2.9	4.1	-1.1	-25.3	-2.8
COc1ccccc1NCC(=O)N/N=C/c1cccnc1	-2.0	2.0	-0.4	-3.9	-2.9	4.1	-1.4	3.6	-13.5
COc1ccc(C2C3=C(CC(C)(C)CC3=O)OC(N)=C2[N+](=O)[O-])cc1 (stereo not given)	-13.2	-6.3	1.8	-20.9	-4.5	0.7	-1.6	-18.1	6.2
O=C(Nc1nc(-c2ccc(Oc3ccccc3)cc2)cs1)C1=COCCO1	-4.4	19.4	5.6	-7.1	1.5	5.3	-0.7	-3.1	1.0
COc1ccc(C(=O)c2ccc(Br)cc2)cc1	2.1	3.7	0.2	5.9	1.0	15.1	.	12.7	2.9
O=c1[nH]c(NCc2ccco2)nnc1Cc1ccccc1Cl	3.3	-3.2	2.2	1.9	0.2	13.3	0.1	-6.0	0.3
Cc1nc2cc(NC(=O)Nc3ccc(Br)cc3)ccc2o1	2.9	-4.0	8.7	-8.4	2.7	12.7	2.6	-10.7	-0.4
O=C(CSc1ccc(-c2ccc(Cl)cc2)nn1)Nc1ccc2c(c1)OCCO2	-10.3	5.3	1.4	-6.8	0.7	3.4	-1.3	8.5[fluorescence artefact?]	-0.7
CCn1c(C)c(C(C)=O)c(N2CCCC2)nc1=S	-3.6	1.8	0.5	16.9	1.8	12.2	-4.3	-1.1	3.6
Cc1[nH]n(-c2ccccc2)c(=O)c1/C=N/NC(=O)c1ccoc1C	-4.6	-1.9	3.4	-37.0	0.9	6.7	2.1	-3.2	-0.1
Nc1c(C(=O)Nc2ccc3c(c2)OCCO3)nnn1CCc1ccccc1	-9.0	-8.2	1.0	-7.8	2.3	7.3	2.9	1.9	-0.2
COc1ccc(-n2c(SCC(=O)N3CCCC(C)C3)nnc2-c2cccnc2)cc1 (stereo not given)	-8.1	-4.5	0.3	-13.2	0.9	13.4	-0.2	-2.8	1.6
O=C(CSc1nnc(Cn2c(=O)sc3ccccc32)n1-c1ccccc1)N1CCCC1	0.9	8.0	-4.7	-10.2	-2.5	15.7	-1.1	7.3	5.7
CCOC(=O)c1c(-c2ccccc2)csc1NC(=S)NC	0.0	-5.1	1.7	-8.4	1.8	3.3	29.9	-20.1	9.0
COC(=O)C(C)N1C(=O)S/C(=C\c2cc(C)n(-c3ccccn3)c2C)C1=O (stereo not given)	2.1	15.7	5.0	7.3	-0.2	13.2	-3.1	-2.7	-8.4
Cc1ccc(CNC(=O)CCc2nc(-c3cccs3)no2)cc1	-3.7	-0.6	4.4	-2.6	2.0	12.3	2.2	-3.6	0.9

4 compounds picked at random from those above, as already listed:
SMILES	Thrombin inh	FXIa inh	Hck-Nef inh	hK5 inh	Wee1 stabilizer	FXIIa inh 1536	Runt-CBFb FRET	14-3-3 Bad PPI	Runt-SMMHC FRET
Cc1ccc(CNC(=O)CCc2nc(-c3cccs3)no2)cc1	-3.7	-0.6	4.4	-2.6	2.0	12.3	2.2	-3.6	0.9
Cc1nc2cc(NC(=O)Nc3ccc(Br)cc3)ccc2o1	2.9	-4.0	8.7	-8.4	2.7	12.7	2.6	-10.7	-0.4
COc1ccc(C2C3=C(CC(C)(C)CC3=O)OC(N)=C2[N+](=O)[O-])cc1 (stereo not given)	-13.2	-6.3	1.8	-20.9	-4.5	0.7	-1.6	-18.1	6.2
O=C(CSc1nnc(Cn2c(=O)sc3ccccc32)n1-c1ccccc1)N1CCCC1	0.9	8.0	-4.7	-10.2	-2.5	15.7	-1.1	7.3	5.7

The list goes on.
SMILES	Thrombin inh	FXIa inh	Hck-Nef inh	hK5 inh	Wee1 stabilizer	FXIIa inh 1536	Runt-CBFb FRET	14-3-3 Bad PPI	Runt-SMMHC FRET
CCOC(=O)C1(CC2CCCCO2)CCN(S(=O)(=O)c2ccccc2)CC1 (stereo not given)	-7.5	-4.6	7.7	-8.7	-2.7	-0.2	-1.0	-2.7	1.7
CCSCCOC(=O)C1=C(C)NC(=O)NC1c1ccc2c(c1)OCO2 (stereo not given)	-0.1	4.5	1.9	-6.8	-1.0	16.0	2.0	-1.1	-0.3
O=C1CC(c2ccccc2)=NN1c1nc(-c2ccccc2)cs1	-1.5	-1.7	19.9	0.6	10.8*	6.7	-1.7	-19.8	-3.4
CC(Sc1nc(=O)cc(N)n1CCc1ccccc1)C(=O)NCc1ccccc1 (stereo not given)	-20.6	-7.7	13.7	-1.7	-2.6	11.8	1.3	-5.5	-4.3
Cc1c(NC(=O)c2ccc(N3C(=O)C4C5C=CC(C5)C4C3=O)cc2)c(=O)n(-c2ccccc2)n1C (stereo not given)	-6.3	-3.1	1.7	-1.1	-2.3	1.7	-0.2	12.2[fluorescence artefact?]	-0.3
CCC(C)NCCOc1ccc(C(C)(C)c2ccccc2)cc1 (stereo not given)	-5.7	-3.9	-12.9	3.1	-0.8	6.3	-1.7	3.9	-5.0
CC1=C(C(=O)OCC(C)C)C(c2ccccc2Cl)NC(=O)N1C (stereo not given)	-3.7	3.5	0.2	-10.5	-1.5	2.4	-0.9	10.8	-1.3
COc1cc(S(=O)(=O)N2CCOCC2)ccc1F	18.7	17.3	-0.5	26.7	7.4	13.2	-3.5	-22.3	0.1
COC(=O)c1cn(NC(=O)c2ccccc2[N+](=O)[O-])c(=O)c2ccccc12	-2.1	-5.0	24.0	-3.8	1.5	2.8	2.2	-8.5	-1.8
CCOC(=O)C1=C(CN2c3ccccc3CC2C)NC(=O)NC1c1ccccc1 (stereo not given)	0.3	1.5	1.2	-0.3	2.9	5.8	-4.6	-6.1	1.3
O=[N+]([O-])c1ccc(-c2nc3ccc([N+](=O)[O-])cc3[nH]2)cc1	4.2	6.0	2.4	-0.8	1.2	21.4	0.3	37.3[fluorescence artefact?]	-1.1

Screens (PubChem)

Rows are unselected; about 4.2% have a hit in one of these screens.
